# BCLXL inh = inhibitors of human Bcl-xL, primary screen, biochemical, fluorescence polarization, HTS; actives 0.7% (n = 320,000); GST-Bcl-xL / FITC-Bim BH3 peptide fluorescence polarization; Bcl-2-like protein 1 (Homo sapiens), Q07817; inhibition, % at 10.9 µM; AID 2129, 2009;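 active means inhibition above the mean of all tested compounds plus 3 SD, cutoff set per campaign, cut at about 30% in these data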;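 further: 0% = DMSO wells and 100% = unlabeled Bim-BH3 peptide competitor; inhibitors lower millipolarization by displacing the labeled peptide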
# Target sequence (Q07817 whole entry, looked up): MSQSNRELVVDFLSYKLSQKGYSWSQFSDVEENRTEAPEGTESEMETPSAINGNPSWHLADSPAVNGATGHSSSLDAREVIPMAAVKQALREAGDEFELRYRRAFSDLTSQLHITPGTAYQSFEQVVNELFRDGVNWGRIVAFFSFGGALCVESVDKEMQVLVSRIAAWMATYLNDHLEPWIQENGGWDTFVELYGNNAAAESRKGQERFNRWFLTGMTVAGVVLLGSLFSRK
# GLD-1 TGE inh = GLD-1/TGE RNA complex disruptors, primary screen, biochemical, fluorescence polarization | Female germline-specific tumor suppressor gld-1 (Caenorhabditis elegans), Q17339 | purified GLD-1 + fluorescein TGE RNA | inhibition, % at 5.96 µM | actives 0.44% (n = 320,000);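 active means percent inhibition above a per-plate cutoff, the plate mean of test compounds plus 3 SD, cut at about 30% in these data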;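 further: 0% = DMSO wells with GLD-1 and probe and 100% = wells lacking GLD-1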
# MCL1-BIM inh = inhibitors of MCL1 binding to BIM-BH3, primary screen, biochemical, fluorescence polarization. inhibition, % at 10.9 µM. actives 0.68% (n = 320,000). AID 2057, 2009. Induced myeloid leukemia cell differentiation protein Mcl-1 (Homo sapiens), Q07820. GST-MCL1 / FITC-Bim-BH3 fluorescence polarization;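 active means inhibition above the mean inhibition of all tested compounds plus 3 SD, set per campaign, cut at about 40% in these data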;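 further: 0% = DMSO wells and 100% = unlabeled Bim-BH3 peptide control; higher means more loss of mP so more displacement of Bim peptide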
# Target sequence (Q07820 whole entry, looked up): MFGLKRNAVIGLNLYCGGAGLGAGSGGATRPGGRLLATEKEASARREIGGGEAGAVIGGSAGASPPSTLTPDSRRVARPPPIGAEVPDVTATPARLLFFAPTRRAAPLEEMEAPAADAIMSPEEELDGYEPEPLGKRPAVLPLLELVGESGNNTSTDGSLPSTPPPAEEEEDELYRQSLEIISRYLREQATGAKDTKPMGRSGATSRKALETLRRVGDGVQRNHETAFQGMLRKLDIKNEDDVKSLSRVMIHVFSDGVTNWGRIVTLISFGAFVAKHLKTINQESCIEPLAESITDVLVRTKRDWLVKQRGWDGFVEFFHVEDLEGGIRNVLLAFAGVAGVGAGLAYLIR
# Efflux pump mplx = inhibitors of Candida efflux pumps in yeast, primary screen, S. cerevisiae, Nile Red, multiplex. inhibition, % at 10 µM. actives 0.44% (n = 330,000). AID 485275, 2010. S. cerevisiae Candida pump triplex;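 active means plate passing quality check with inhibition over a set limit, or well fluorescence over plate mean plus 4 SD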;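 further: Nile Red retained in pooled yeast measured as flow cytometry median fluorescence; 0% = buffer negative control and 100% = Enniatin B positive control; higher means more Nile Red kept so more efflux inhibition; some compounds called inactive have numbers as strong as hits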
# PME-1 inh = PME-1 inhibitors via competitive probe labeling, primary screen, biochemical, fluorescence polarization, FP-Rh probe, HTS; recombinant PME-1; inhibition, % at 5.9 µM; actives 0.53% (n = 320,000); AID 2130, 2009;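 active means inhibition above the campaign mean of all compounds plus 3 SD, cut at about 26% in these data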;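 further: competitive labeling of PME-1 active site by serine hydrolase directed probe; 0% = PME-1 with DMSO and 100% = wells lacking PME-1 enzyme; inhibitors block probe labeling so polarization falls and inhibition rises; many of its hits are not listed in these tables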
# MEX-5 binding = MEX-5 zinc finger RNA-binding disruptors – biochemical, C. elegans, fluorescence polarization, MLPCN library, primary screen | actives 0.38% (n = 300,000) | Zinc finger protein mex-5 (Caenorhabditis elegans), Q9XUB2 | activity score (negative = inhibition of binding), % at 10 µM | MEX-5/FITC-TCR2 RNA binding; stronger effect = lower value;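 active means inhibition past about -25% in most replicates, and total fluorescence under double the plate's negative control median, limit read from the data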;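 further: 0% = DMSO and -100% = 5 µM competing unlabeled TCR2 RNA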
# Target sequence (Q9XUB2 whole entry, looked up): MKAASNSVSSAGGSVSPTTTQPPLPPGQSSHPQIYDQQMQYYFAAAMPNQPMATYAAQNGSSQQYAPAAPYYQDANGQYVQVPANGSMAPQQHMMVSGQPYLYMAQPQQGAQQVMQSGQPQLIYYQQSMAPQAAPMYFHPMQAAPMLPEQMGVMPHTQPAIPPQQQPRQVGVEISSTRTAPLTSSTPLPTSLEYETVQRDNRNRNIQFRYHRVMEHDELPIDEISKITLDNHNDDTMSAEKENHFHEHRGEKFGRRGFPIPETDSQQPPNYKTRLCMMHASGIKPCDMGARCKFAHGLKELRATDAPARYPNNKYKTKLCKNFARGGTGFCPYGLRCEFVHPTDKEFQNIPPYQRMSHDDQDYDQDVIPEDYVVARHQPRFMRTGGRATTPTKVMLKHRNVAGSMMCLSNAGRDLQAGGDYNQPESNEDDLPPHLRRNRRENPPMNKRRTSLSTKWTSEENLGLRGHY
# Fam108B counter = mouse Fam108B serine hydrolase inhibitors, primary screen, counter-screen for RBBP9 inhibitor project, biochemical, fluorescence polarization | recombinant Fam108B, FP-Rh probe fluorescence polarization | inhibition, % at 9.51 µM | actives 0.33% (n = 300,000) | AID 1947, 2009;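 active means inhibition above the screen mean inhibition plus 3 SD, computed separately per campaign, cut at about 18% in these data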;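 further: inhibitors lower polarization as less probe binds the enzyme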
# VLA-4 inh = inhibition in human VLA-4 binding assay, primary screen, VLA-4 allosteric modulator project, MLPCN library, flow cytometry, VLA-4 expressing cells; AID 2557, 2010; inhibition, % (about 7 µM as worked out from the volumes in the protocol); actives 0.2% (n = 330,000); ligand binding flow cytometry; in the data active means inhibition above about 50%
# GRK2 aptamer HTS = compounds blocking aptamer binding on GRK2 – biochemical, human GRK2, bead flow cytometry, HTS, primary screen; FAM-aptamer displacement from GRK2; inhibition of aptamer binding, % at 10 µM; actives 0.59% (n = 330,000); AID 488847, 2010;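 active means inhibition of aptamer binding above 40%, roughly 3 SD of noise, on plates passing a quality check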;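 further: median bead fluorescence of bound FAM aptamer so fluorescent compounds give negative values; no value below 0 was filed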
# * marks the source's active call; other numbers are inactive results; . = not tested or not shown.
entry	smiles	BCLXL inh	GLD-1 TGE inh	MCL1-BIM inh	Efflux pump mplx	PME-1 inh	MEX-5 binding	Fam108B counter	VLA-4 inh	GRK2 aptamer HTS
1	Cc1ccc(-n2c(N)c(C(=O)Nc3c(C)n(C)n(-c4ccccc4)c3=O)c3nc4ccccc4nc32)cc1	-6	6	-18	-0.1	5	-0.3	4	14	4
2	O=C(NC(=S)Nc1ccc(N2CCOCC2)cc1)c1ccc2c(c1)OCCO2	5	7	8	0.1	12	-0.5	-2	5	0
3	Cc1cc(NC(=O)CSc2nc(=O)cc(N)n2-c2ccc(C)c(C)c2)no1	-1	7	6	0.1	-2	1.7	-4	-13	2
4	CC(C)CCOc1ccc(Cl)cc1CN1CCOCC1	7	-1	4	-0.2	-2	-1.0	1	13	0
5	CC1CCC(NC(=O)COC(=O)CNC(=O)c2ccc3ccccc3c2)CC1 (stereo not given)	-4	-4	-9	0.2	1	.	.	-1	0
6	COc1ccccc1N(CC(=O)NCCN1CCOCC1)S(=O)(=O)c1ccc(C)cc1	-1	2	3	0.0	3	0.0	-1	12	2
7	O=C(NC1CCN(c2ncccn2)CC1)c1ccccc1Cl	2	3	-6	-1.1	-5	3.8	-5	-7	6
8	CCOC(=O)N1CCN(Cc2nc3c(c(=O)[nH]c(=O)n3C)n2CCCc2ccccc2)CC1	3	0	7	0.0	-2	2.6	0	1	3
9	COc1ccnc(CSC(N)=Nc2ccccc2OC)c1	10	6	14	0.0	4	1.8	6	13	0
10	CN(C)P(=NC(=O)COc1ccc(Cl)cc1Cl)(N(C)C)N(C)C	7	4	9	-0.1	12	1.8	-3	3	6
11	COc1ccc(OC)c(CNC(=O)CCNC(=O)Cn2ccc3ccccc3c2=O)c1	4	2	3	-0.2	5	-1.4	0	-16	5
12	CC12CN3CC(C)(CN(C1)C3c1cc(Br)ccc1O)C2=O (stereo not given)	3	2	9	-0.2	-4	0.2	2	6	17
13	Cc1cc(O)c(-c2cc(C(=O)Nc3sc4c(c3C(=O)NCc3ccco3)CCC4)[nH]n2)cc1C	-1	-3	1	-0.1	0	-5.5	-8	4	0
14	COc1cc2c(cc1OC)C(Nc1ccccc1)=NC(C)(C)C2	3	3	4	1.2	-6	-0.5	1	8	0
15	O=C(Nc1sc2c(c1C(=O)O)CCCC2)c1cccs1	5	6	14	-0.1	6	-0.9	3	0	2
16	Cc1cccc(C)c1NC(=S)N(CCN(C)C)C(C)c1cccnc1 (stereo not given)	-2	3	1	0.1	-1	0.2	0	-1	3
17	O=C1CCCN1CCC(=O)N1CCCC(Nc2ccc(F)c(F)c2)C1 (stereo not given)	1	1	1	-1.9	0	-2.3	-2	-8	0
18	CN(CC(=O)Nc1cccnc1Cl)S(=O)(=O)c1ccc(Cl)cc1	-3	-1	-4	0.1	-3	-2.6	-4	-1	0
19	CCOC(=O)C1=C(CS(=O)(=O)c2ccccc2)NC(=O)NC1c1ccc(O)c(OC)c1 (stereo not given)	4	5	-7	-0.1	0	0.2	4	0	1
20	Cc1nc2cc(NC(=O)c3cccc(S(C)(=O)=O)c3)ccc2o1	3	-6	0	-0.1	-8	0.6	0	-9	1
21	CC12CCC(C(=O)N(CC(=O)O)C1=O)C2(C)C (stereo not given)	6	-3	-2	-0.1	-2	0.2	-5	17	2
22	CC(C)(CN1CCNCC1)NS(=O)(=O)c1ccc(Cl)cc1	3	11	0	0.5	-2	.	.	12	0
23	O=C(NC1CC1)C1=C[C@H](c2ccc3c(c2)OCO3)C[C@H](OCc2ccc(CO)cc2)O1	8	6	5	0.0	-3	-1.6	5	-7	1
24	Cc1cc(SCC(=O)c2cccs2)nc2c(C)cccc12	-10	-34	-11	-0.1	-2	-0.4	-13	5	2
25	COc1ccc(S(=O)(=O)Nc2cccc(SC)c2)cc1OC	0	7	7	0.0	0	-0.8	-1	11	1
26	CCN(CC)S(=O)(=O)c1ccc(N/N=C/c2cc(OC)c(OC)cc2OC)nc1	3	-2	10	0.3	-6	-0.1	4	8	0
27	COc1nc(OCC#N)nc(N(C)C)n1	0	1	3	0.0	-6	-0.1	-1	-10	0
28	CCN(CC)C(=O)C1CC(=O)N(c2ccc(F)c(Cl)c2)C1 (stereo not given)	1	0	1	0.1	4	0.1	1	-5	2
29	CC(C)(C)c1ccc(S(=O)(=O)Nc2noc3ccccc23)cc1	3	3	1	0.2	0	-0.8	-4	8	2
30	O=C(NCCCCc1ccccc1)c1ccccc1F	4	-2	8	0.1	5	1.2	-1	13	0
31	O=C(NCc1cc(C(F)(F)F)ccc1F)C1CCC(=O)N(C2CCCCCC2)C1 (stereo not given)	5	5	3	0.2	4	-1.9	-2	7	0
32	O=C(CSc1n[nH]c(=O)n1-c1ccccc1)Nc1ccccc1	4	-1	0	-0.1	-5	-1.3	1	-2	0
33	CCCCn1c(N)c(N(CC(C)C)C(=O)c2cc(S(=O)(=O)N3CCOCC3)ccc2Cl)c(=O)[nH]c1=O	-1	1	-4	-0.1	-3	3.0	-2	-10	4
34	CCC(C)(C)NC(=O)c1cc([N+](=O)[O-])ccc1N1CCCCC1	-1	1	-1	0.4	4	2.0	1	48	0
35	Cc1ccc(NS(=O)(=O)c2cn(C)c(=O)n(C)c2=O)cc1C	4	1	4	0.1	0	1.9	2	16	1
36	CCCCn1nc(C(=O)NCC(=O)Nc2c(C)cccc2C)c2ccccc2c1=O	0	-1	1	0.0	-3	.	.	3	1
37	COCC(=O)Nc1ccccc1Br	6	0	3	-0.1	-1	0.3	2	8	2
38	O=C1CSC(=S)N1/N=C/c1cc(Br)ccc1O	14	-3	32	0.3	4	-4.8	6	4	1
39	CCc1ccc(NC(=O)C2CCCN2S(=O)(=O)c2ccc3c(c2)C(C)(C)C(=O)N3C)cc1 (stereo not given)	-3	12	-3	0.1	-5	0.4	-1	12	1
40	O=C(NCC(c1ccco1)N1CCCC1)c1cccc(S(=O)(=O)Nc2ccc(Br)cc2)c1 (stereo not given)	11	1	11	0.1	-2	3.5	-2	-12	0
41	Cn1nnc(NC(=O)c2ccc3ccccc3c2)n1	9	-1	7	-0.1	1	-0.1	-1	5	3
42	COc1ccc(-c2nc3ccccn3c2NC2CCCCC2)cc1SC1CCCCC1	4	2	13	0.2	2	1.9	5	-3	0
43	CC(C)(C)NC(=O)C1CCN(C(=O)c2ccc(-c3ccccc3)cc2)CC1	2	0	-3	0.1	-1	3.1	0	16	1
44	O=C(c1cccs1)N1CCN=C1SCc1cccc(F)c1	5	3	7	-0.1	-5	-0.6	-5	14	1
45	O=C(NCCCc1ccncc1)C1CCC(=O)N(Cc2ccc(Cl)cc2)C1 (stereo not given)	-2	0	-8	0.2	1	-3.9	2	9	0
46	CC(Sc1nnc(C(F)(F)F)n1C)C(=O)NC(N)=O (stereo not given)	2	-5	-6	0.0	-1	3.8	2	-12	0
47	O=C(NN1C(=O)c2ccccc2NC1c1ccccn1)c1ccccc1 (stereo not given)	-1	11	5	-0.1	6	-8.5	6	9	6
48	Cc1ccsc1CN(C)C(=O)CN1C(=O)NC2(CCCc3ccccc32)C1=O (stereo not given)	1	-1	3	0.1	1	.	.	-13	3
49	COc1cccc(C2CC(C(F)(F)F)n3ncc(C(=O)NC(C)(C)C)c3N2)c1 (stereo not given)	6	-1	-4	-0.1	-3	-1.4	0	-5	1
50	CCOc1ccccc1NC(=O)CN1C(=O)COc2ccc(Cl)cc21	0	2	-2	-0.4	-7	-3.2	-2	-8	0
51	O=C(/C=C/c1cccs1)NC(=S)Nc1ccc(C(=O)O)cc1	2	-4	-4	-0.2	4	-2.3	-1	-1	3
52	CS(=O)(=O)Nc1ccc(C(=O)NCCc2ccccc2)cc1	145*	-5	6	-0.1	-1	-0.8	5	-10	0
53	COc1ccccc1OCC(=O)NNC(=O)c1ccoc1C	2	3	1	0.5	-7	-0.5	5	10	0
54	COc1ccc(S(=O)(=O)NNc2nc(C)cc(C)n2)cc1Br	-6	-3	-6	-0.1	0	-1.8	2	17	0
55	O=S(=O)(Nc1ccc2ccccc2n1)c1ccccc1Cl	2	0	10	-0.2	0	1.4	-3	-6	2
56	C/C(=N\NC(=O)Cc1ccccc1)c1ccc(Cl)s1	4	2	5	0.1	5	-0.5	0	4	0
57	COc1ccccc1/C=C(/CC(=O)NCc1ccc(F)cc1)c1nc2ccccc2s1	-3	8	-6	1.1	-13	0.2	-13	-2	0
58	CCN(CC)c1ccc(CN2CCCCCC2)cc1	1	0	6	-0.1	1	1.6	-2	5	0
59	O=C(NCCS(=O)(=O)c1ccc(Br)cc1)c1ccc(Cl)cc1Cl	3	-1	4	0.1	5	-3.4	2	-7	1
60	Cc1ccc(S(=O)(=O)N(C(=O)c2ccncc2)c2ccc(OC(=O)c3ccncc3)c3ccccc23)cc1	-2	8	-2	-0.5	1	-3.7	1	18	2

# New compounds follow
entry	smiles	BCLXL inh	GLD-1 TGE inh	MCL1-BIM inh	Efflux pump mplx	PME-1 inh	MEX-5 binding	Fam108B counter	VLA-4 inh	GRK2 aptamer HTS
61	Cc1ccc(OCC(=O)N/N=C2/SCC(=O)N2Cc2ccco2)cc1	1	4	-11	-0.1	-5	-0.7	0	17	2
62	O=C(Nc1ccc2c(c1)OCO2)c1cnn2cccnc12	4	1	10	0.1	1	-0.1	-4	8	5
63	CCOC(=O)c1c(-n2cnnn2)sc2c1CCCC2	3	4	2	0.0	5	-3.7	-3	20	3
64	Cc1ccc(C(=O)NN2C(=O)CSC2=S)cc1	4	5	10	0.0	3	-14	-5	9	0
65	CC(NC(=O)C(=O)NN=C1CCCC1)c1ccccc1 (stereo not given)	-7	-3	-3	0.0	-2	0.2	-5	2	0
66	Cc1ccc2cc(NC(=O)c3ccc(C(C)(C)C)cc3)ccc2n1	2	6	1	0.1	-23	2.3	-13	7	0
67	Nc1cc2sc(-c3ccc(C(=O)O)cc3)nc2cc1Cl	12	2	8	0.0	-1	-2.8	0	8	3
68	CCn1ncc(Br)c1C(=O)Nc1nccs1	3	1	1	-0.1	-1	-0.5	-1	6	3
69	O=c1[nH]c(/C=C/c2ccc(OC(F)F)cc2)nc2c1cnn2-c1ccccc1	3	3	4	0.0	-7	1.1	-5	1	0
70	O=C(COC(=O)c1ccc[nH]c1=O)NC1CCCc2ccccc21 (stereo not given)	11	-5	1	0.0	1	1.2	6	-14	0
71	Cc1cc[n+](CC(=O)Nc2cc(C(F)(F)F)ccc2Cl)cc1	5	4	5	0.0	-2	1.0	2	7	6
72	CCOc1ccc(S(=O)(=O)N2CCOCC2)cc1NC(=O)CN1C(=O)NC2(CCCCC2)C1=O	-3	4	-2	-0.1	-18	.	.	-1	9

# An excerpt. The share of hits here may be higher or lower than overall.
